Compound activity deposited in PubChem by The Scripps Research Institute Molecular Screening Center.
ASAP1 GAP inh = inhibitors of human ASAP1 ArfGAP activity; Q9ULH1; ASAP1-stimulated ARF1 GTP hydrolysis, GDP FP detection; inhibition, % at 16.5 µM; 360,000 compounds, 0.19% hits; AID 624377; in the data active = inhibition above about 25%;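 note: 0% = vehicle with enzyme and substrate and 100% = no enzyme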
Target sequence (Q9ULH1 325-724 limits assumed): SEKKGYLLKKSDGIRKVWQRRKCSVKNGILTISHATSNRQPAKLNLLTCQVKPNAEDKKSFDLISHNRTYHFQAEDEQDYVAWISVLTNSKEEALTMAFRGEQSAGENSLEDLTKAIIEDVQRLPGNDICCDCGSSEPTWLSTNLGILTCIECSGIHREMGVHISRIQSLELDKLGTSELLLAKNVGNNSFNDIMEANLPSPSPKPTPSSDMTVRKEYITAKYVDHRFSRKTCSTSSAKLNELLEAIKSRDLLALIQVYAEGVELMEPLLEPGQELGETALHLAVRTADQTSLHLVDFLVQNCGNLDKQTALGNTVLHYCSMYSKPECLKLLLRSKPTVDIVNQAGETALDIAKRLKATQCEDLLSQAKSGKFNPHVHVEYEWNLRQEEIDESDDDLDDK
TDP2 inh = blocks human TDP2 phosphodiesterase activity | recombinant TDP2, T5PNP hydrolysis, p-nitrophenol absorbance 415 nm | inhibition, % at 12.8 µM | O95551 | AID 720702 | 370,000 compounds, 0.34% hits;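 active = inhibition above the mean of all tested compounds plus 3 SD, set per campaign, cut at about 25% in these data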;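 note: 0% = DMSO with enzyme and 100% = buffer with substrate but no TDP2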
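Material: recombinant human TDP2; quantity: TDP2 enzyme at 120 nM final; medium: Tris-HCl pH 7.5 with MgCl2; compound: single concentration, 12.8 µM nominal, with 1% DMSO; incubation: 2 h enzyme incubation at 37 °C; signal: epi absorbance; measure: percent inhibition; benchmarks: high control without enzyme, low control DMSO plus TDP2; repeats: singlicate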
ADAM17 inh = inhibits human ADAM17; P78536; recombinant ADAM17, EDANS/DABCYL FRET peptide cleavage; inhibition, % at 6.95 µM; 370,000 compounds, 0.83% hits; AID 720648;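 active = inhibition above the mean of compounds lying between control limits plus 3 SD, set per campaign, cut at about 8.5% in these data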;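 note: 0% = DMSO-only wells as the low control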
Target sequence (P78536 215-824 limits assumed): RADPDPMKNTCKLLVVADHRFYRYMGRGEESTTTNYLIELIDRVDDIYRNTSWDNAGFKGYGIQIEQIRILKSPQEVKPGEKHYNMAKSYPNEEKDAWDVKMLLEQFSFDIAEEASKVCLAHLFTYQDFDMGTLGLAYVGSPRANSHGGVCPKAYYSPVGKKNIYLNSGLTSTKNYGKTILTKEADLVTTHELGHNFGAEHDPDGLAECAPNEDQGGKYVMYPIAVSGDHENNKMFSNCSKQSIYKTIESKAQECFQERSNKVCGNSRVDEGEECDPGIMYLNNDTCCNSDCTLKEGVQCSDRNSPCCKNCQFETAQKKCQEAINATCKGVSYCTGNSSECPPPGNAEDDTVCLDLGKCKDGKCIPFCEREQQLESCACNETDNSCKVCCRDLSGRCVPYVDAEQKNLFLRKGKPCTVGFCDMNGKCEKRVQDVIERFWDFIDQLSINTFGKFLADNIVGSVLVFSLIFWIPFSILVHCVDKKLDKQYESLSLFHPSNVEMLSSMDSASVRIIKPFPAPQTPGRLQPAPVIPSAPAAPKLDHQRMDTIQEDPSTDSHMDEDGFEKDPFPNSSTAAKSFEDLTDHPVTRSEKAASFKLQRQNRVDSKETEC
DDE Tn7 FP inh = disrupts Tn7 cyclic peptide binding to fibrin D-Dimer-E complex | P02675 | FP displacement of FITC-Tn7 peptide from fibrin DD(E); 0% = median of compound wells per plate | inhibition, % at 8.3 µM | 370,000 compounds, 0.13% hits | AID 720508;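 active = inhibition above the mean of compounds falling within the control limits plus 3 SD of them, cut at about 14% in these data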;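 note: 0% = plate median of compound wells and 100% = 10 µM Aha-Tn7 peptide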
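Test system – human fibrin DD(E) · Times – 10 min preincubation, 3 h with tracer, room temperature · Detection – fluorescence polarization of the labelled Tn7 tracer · Measure – percent inhibition normalized to high-control wells · Benchmarks – high control wells with 10 µM unlabelled Aha-Tn7 peptide (full inhibition) · Repeats – singlicate testing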
LEDGF integ inh = blocks HIV-1 LEDGF/p75-dependent DNA integration. 370,000 compounds, 0.64% hits. TR-FRET IN-LEDGF/p75 DNA integration, Eu/Cy5. inhibition, % at 3.7 µM;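 active = inhibition above the screen-wide mean plus 3 SD, cut at about 13% in these data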;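 note: signal is the Cy5 over europium emission ratio at 671 and 618 nm; 0% = plate median of compound wells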
PLC-gamma1 inh = PLC-gamma1 (human) inhibition, primary screen. AID 720700. 370,000 compounds, 0.84% hits. purified PLC-gamma1, fluorogenic substrate, fluorescence. inhibition, % at 12.2 µM. P19174; in the data active = inhibition above about 9.5%
proKLK7 act = proKLK7 (human) activation, primary screen. P49862. purified proKLK7, EDANS-DABCYL substrate fluorescence; 100% is mature enzyme control, 0% vehicle. activation, % at 7 µM. 370,000 compounds, 0.9% hits;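 active = activation above the mean of all tested compounds plus 3 SD, computed per campaign excluding outliers beyond control limits, cut at about 13% in these data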
Tn6 DDE FP = DD(E)-Tn6 binding inhibition, primary FP screen; P02675; Fibrin DD(E) TRITC-Tn6 fluorescence polarization displacement; inhibition, % at 8.3 µM; 370,000 compounds, 0.21% hits;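 active = inhibition above a per-campaign cutoff: mean of compounds within control limits plus 3 SD, cut at about 15% in these data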;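 note: 0% = median of all compound wells on the plate and 100% = blocking peptide control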
ADAM10 inh = inhibits human ADAM10; 370,000 compounds, 0.62% hits; inhibition, % at 7 µM; O14672; recombinant ADAM10, EDANS/DABCYL FRET peptide cleavage, 3 h;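 active = inhibition above a per-campaign cutoff equal to the mean of compounds falling between control-based bounds plus 3 SD, cut at about 20% in these data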;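 note: 0% = DMSO wells while the 100% control is not disclosed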
ARFGAP1 inh = inhibitors of rat ARFGAP1. Q62848. Arfgap1-stimulated ARF1 GTP hydrolysis, GDP FP detection. inhibition, % at 16.5 µM. 360,000 compounds, 0.26% hits. AID 651572;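 active = inhibition above a per-plate limit, mean inhibition of low control wells plus 3 SD, cut at about 25% in these data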;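 note: 0% = DMSO wells with enzyme and 100% = wells lacking Arfgap1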
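Repeats: one replicate per compound; assay system: rat Arfgap1 catalytic domain, aa 1-136; times: enzyme reaction 120 min at 25 °C after 20 min preincubation; detection: FP of antibody-bound GDP Alexa 633 tracer, ex 620/em 688 nm; benchmarks: high control wells lacking Arfgap1, low control full reaction with DMSO; reagent: human ARF1(Δ1-17)-GTP substrate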
Numbers without * were called inactive; i = inactive; · = not tested or not shown.

SMILES	ASAP1 GAP inh	TDP2 inh	ADAM17 inh	DDE Tn7 FP inh	LEDGF integ inh	PLC-gamma1 inh	proKLK7 act	Tn6 DDE FP	ADAM10 inh	ARFGAP1 inh
CC1=NN(c2ccc(C)cc2C)C(=O)C1C(c1ccccc1O)C1C(=O)N(c2ccc(C)cc2C)N=C1C (stereo not drawn)	7	79*	5	-6	29*	13*	-0.1	-1	8	6
CCn1cc(C(=O)NCc2ccco2)c(=O)c2ccc(C)nc21	-8	6	-1	-2	0	1	0.1	3	-5	-12
CCC(=O)Nc1cccc(C(=O)c2ccccc2)c1	5	-8	3	-7	4	3	-0.5	9	9	-5
CCC(C)NC(=O)CSc1ccc(S(=O)(=O)N(C)C2CCCCC2)cn1 (stereo not drawn)	-2	0	-2	-8	3	-1	0.4	-8	1	-10
CC(NC(=O)c1cccs1)c1ccc2c(c1)OCO2 (stereo not drawn)	-1	7	-6	1	4	2	-0.4	3	-2	-7
Cc1ccc(NC(=O)[C@H](C)NC(=O)C2CCN(C(=O)[C@@H](N)C(C)C)CC2)cc1	5	0	-5	0	-5	-1	-0.4	-1	-5	2
CC(=O)c1sc(Nc2nc3ccc(F)cc3s2)nc1C	5	1	-17	8	2	-336	1.4	-5	-56	-8
CCn1c(=S)sc2c(=O)n(CC(=O)Nc3ccc(OC)c(Cl)c3)c(C)nc21	-13	5	1	-6	3	0	0.4	-4	6	8
Cc1cc(NC(=O)c2cccc(S(=O)(=O)N3CCCC3)c2)no1	-8	9	-6	0	-2	1	-0.5	-3	-3	0
CNc1ccc(SC#N)cc1	-8	4	-4	-1	-8	2	-0.1	-3	-3	2
O=[N+]([O-])c1ccccc1SNc1ccccc1	4	-3	3	2	2	1	0.1	2	8	12
CC(C)c1ccc(-c2nc(N3CCCCC3)[nH]c(=O)c2C#N)cc1	-11	9	-3	3	0	-5	0.1	-3	0	-4
O=C(CCc1ccccc1)N1CCN(c2ccc(Cl)cc2)CC1	4	8	-1	7	-1	0	0.5	7	2	-11
COc1ccc(CCNC(=O)CCC(=O)N2CCOc3ccc(Cl)cc32)cc1OC	-10	-4	-2	0	2	3	-0.3	-7	-3	-8
O=c1c2c(nc3nc(NCc4ccc(Cl)cc4)[nH]n13)CCC2	0	-7	2	-3	-1	3	-0.8	-3	3	-4
COC(=O)C1CCN(C(=O)c2ccc3oc(Cc4ccc(Cl)cc4)nc3c2)CC1	0	-13	-2	1	-5	2	-0.8	3	-6	-7
Cc1noc(C)c1S(=O)(=O)Nc1ccc2c(c1)C(=O)N([C@H](C)CO)C[C@H](C)[C@@H](CN(C)C(=O)NC1CCCCC1)O2	3	13	-6	3	-1	-4	0.5	1	-12	1
CCOC(=O)C(C)Sc1nc2ccccc2c(=O)n1CC1CCCCC1 (stereo not drawn)	8	3	-1	1	-2	-1	0.5	9	0	-4
Cc1cc(-c2cccs2)c2c(n1)sc1c(=O)[nH]c(=O)[nH]c12	-2	10	-10	-9	1	-28	-3.8	-1	-40	6
O=C(Cc1ccccc1)Nc1cccc(N2C(=O)C=CC2=O)c1	4	0	2	-3	0	5	-1.0	-7	-4	6
COc1ccccc1C(NC(C)=O)c1cc(Cl)c2cccnc2c1O (stereo not drawn)	6	-12	-3	-2	-3	-4	-0.4	-1	-5	4
Cc1ccc(S(=O)(=O)Nc2ccc3c(c2)C(=O)N([C@@H](C)CO)C[C@@H](C)[C@@H](CN(C)C(=O)NC(C)C)OCCCC[C@H](C)O3)cc1	5	9	-5	2	0	-1	0.1	-3	-8	-12
COC(=O)c1sccc1NC(=O)CN(C)NS(=O)(=O)c1ccc(Cl)cc1	-1	6	0	-11	3	3	-0.2	1	0	-9
Cc1ccc(OCCOC(=O)CN2C(=O)NC3(CCCC3)C2=O)cc1	-7	-2	-7	-1	-1	-1	-0.1	7	-4	-9
CCOC(=O)c1ccccc1NC(=O)c1ccc2c(SCC(=O)O)c3c(nc2c1)CCCC3	-16	4	-1	-6	2	-14	-0.3	1	-2	18

A draw from above in order of number of heavy atoms, low to high.
SMILES	ASAP1 GAP inh	TDP2 inh	ADAM17 inh	DDE Tn7 FP inh	LEDGF integ inh	PLC-gamma1 inh	proKLK7 act	Tn6 DDE FP	ADAM10 inh	ARFGAP1 inh
CCn1cc(C(=O)NCc2ccco2)c(=O)c2ccc(C)nc21	-8	6	-1	-2	0	1	0.1	3	-5	-12
CCOC(=O)C(C)Sc1nc2ccccc2c(=O)n1CC1CCCCC1 (stereo not drawn)	8	3	-1	1	-2	-1	0.5	9	0	-4
Cc1ccc(S(=O)(=O)Nc2ccc3c(c2)C(=O)N([C@@H](C)CO)C[C@@H](C)[C@@H](CN(C)C(=O)NC(C)C)OCCCC[C@H](C)O3)cc1	5	9	-5	2	0	-1	0.1	-3	-8	-12

The list continues:
SMILES	ASAP1 GAP inh	TDP2 inh	ADAM17 inh	DDE Tn7 FP inh	LEDGF integ inh	PLC-gamma1 inh	proKLK7 act	Tn6 DDE FP	ADAM10 inh	ARFGAP1 inh
CC1(C)c2[nH]c3ccccc3c2C[C@H]2C(=O)N(Cc3ccccc3F)C(=O)N21	16	-3	5	-3	2	-10	0.5	-9	10	4
CC(=O)N(CCc1ccccc1C)Cc1cc2ccc(C)cc2[nH]c1=O	5	-1	-11	-7	-5	-2	0.5	-3	-16	8
COc1ccc2ccccc2c1/C=N/O	-14	0	-5	10	-3	-4	-0.4	-10	-28	-2
COc1ccccc1CCC(=O)Nc1ccc(C)cc1Cl	6	-5	2	0	10	1	-0.2	2	9	-8
Fc1ccc(NC(=S)NN=Cc2ccccc2Cl)cc1	-4	-3	3	4	1	1	0.3	-9	12	2
C=C(C)Cn1c(=O)c2c(nc3n2CCCN3CCc2ccccc2)n(C)c1=O	-10	-4	0	4	-1	0	0.2	1	1	5
CC1CCCCC1NC(=S)NC(=O)c1ccccc1Br (stereo not drawn)	7	-11	0	0	1	1	-0.2	3	-1	3
Cc1c(C(=O)OCc2ccc(F)cc2)sc2nc3n(c(=O)c12)CCC3	15	7	-2	-5	-5	4	-0.4	5	-18	1
O=C(Nc1ccc(Cl)c(Cl)c1)C1CCN(c2ncccn2)CC1	·	5	-5	6	0	-7	1.3	-8	-23	·
Cc1cccc(CNC(=O)C2CCC(=O)N(C3CCCCCC3)C2)c1 (stereo not drawn)	-6	-3	-2	3	1	0	-0.8	7	5	-8
CCn1c(-c2cc(-c3ccccc3OC)nc3ccccc23)n[nH]c1=S	0	12	-17	3	2	-67	0.1	2	-53	4
COc1cccc(NC(=O)c2nc(SC)ncc2Cl)c1	1	0	0	1	-1	-3	-0.7	7	-2	-7
Cn1c(SCC(=O)NC2CCCCC2)nnc1-c1ccc(N)cc1	4	-2	-5	4	-3	-1	-0.3	2	-8	3
CC(C)C(=O)Nc1ccc(C(=O)c2ccccc2)cc1	-10	-3	2	1	9	3	0.3	-6	10	-8
CCC(C)NC(=O)C1CCN(S(=O)(=O)CC)CC1 (stereo not drawn)	6	10	-1	8	-2	-1	0.1	-2	1	2
CC(=O)Nc1ccc2c(c1)Cc1ccc(Cl)cc1-2	-2	-3	1	7	3	-2	0.9	-3	5	18
CCCc1nnc(NC(=O)c2oc3ccccc3c2COCC)s1	-1	-8	-2	3	-6	-16	-0.6	1	-16	10
O=C(O)CCc1ccc(-c2ccccc2)n1CC1CCCO1 (stereo not drawn)	-8	-2	-224	3	0	-112	5.4	-2	i	-10
CCC1(c2ccccc2)NC(=S)N(c2ccc(C)c(C)c2)N1 (stereo not drawn)	-3	2	-3	4	-8	-1	-0.2	-2	4	0
Cc1ccc2nc(Cl)c(CN(Cc3cccs3)C(=O)C3CC3)cc2c1	-9	11	-1	2	1	1	-0.1	0	-5	1
O=C1NC[C@@H](CCCCN2C[C@H](Cc3ccccc3)N(CCc3ccc(O)cc3)C(=O)C2=O)N(CCc2ccccc2)C1=O	1	-7	-1	-2	-4	4	0.4	6	-9	13
Cc1nc(Nc2nc3ccccc3o2)nc(C)c1C	-7	13	-4	-1	-1	0	-0.1	-5	-6	9
COc1cc2oc(=O)cc(-c3ccc(-c4ccc(C)cc4)cc3)c2c(OC)c1OC	-14	-1	-2	-2	4	1	0.1	1	-3	-4
C=CCSc1nnc2c(n1)OC(C)=Nc1ccc(Br)cc1-2	-1	-1	2	-5	2	-1	-0.1	5	1	5
O=C(Nc1ccncc1)c1ccc2c(c1)C(=O)N(CC1CCCO1)C2=O (stereo not drawn)	2	-12	0	-15	4	11*	-0.4	-3	0	-7

Among those listed so far, these contain a thiophene ring, fused or not.
SMILES	ASAP1 GAP inh	TDP2 inh	ADAM17 inh	DDE Tn7 FP inh	LEDGF integ inh	PLC-gamma1 inh	proKLK7 act	Tn6 DDE FP	ADAM10 inh	ARFGAP1 inh
CC(NC(=O)c1cccs1)c1ccc2c(c1)OCO2 (stereo not drawn)	-1	7	-6	1	4	2	-0.4	3	-2	-7
Cc1cc(-c2cccs2)c2c(n1)sc1c(=O)[nH]c(=O)[nH]c12	-2	10	-10	-9	1	-28	-3.8	-1	-40	6
COC(=O)c1sccc1NC(=O)CN(C)NS(=O)(=O)c1ccc(Cl)cc1	-1	6	0	-11	3	3	-0.2	1	0	-9
Cc1c(C(=O)OCc2ccc(F)cc2)sc2nc3n(c(=O)c12)CCC3	15	7	-2	-5	-5	4	-0.4	5	-18	1
Cc1ccc2nc(Cl)c(CN(Cc3cccs3)C(=O)C3CC3)cc2c1	-9	11	-1	2	1	1	-0.1	0	-5	1
